BCR signal inh: qHTS Assay to Find Inhibitors of Chronic Active B-Cell Receptor Signaling; Potency, µM (series often up to 46.1 µM), for the others: at the highest dose ratio change, negative = lower green/red ratio, usual class: inhibitors; ABC-DLBCL IkBa-CBG/CBR reporter, luminescence ratio, 4 h; AID 493014, 2011; actives 0.05% (n = 340,000); active = well fitted inhibition curve with a large enough effect in the signal ratio, with a control signal flat, not every such curve was filed as active; inconclusive = small, poorly fitted or top-dose-only effect, or effect the other way, or a change in a side signal; the % refers to the signal ratio;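 note: potency is the fitted concentration of half-maximal effect; plate controls were basal doxycycline-induced cells for no effect and cells given 10 µM MG132 for full effect; MG132 reads +100%, hits lower the ratio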
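TMD8 ABC-DLBCL cells carrying doxycycline-inducible green luciferase fused to IkappaBalpha plus unfused red luciferase were exposed to compounds (up to 46 uM) for 4 hrs at 37C. Activity came from the overlap-corrected green/red luminescence ratio.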
B2AR arrestin: qHTS assay of beta-arrestin-biased ligands of beta2-adrenergic receptor; Beta-2 adrenergic receptor (Homo sapiens), P07550; beta-arrestin recruitment to beta2AR, cell-based reporter; Potency, µM (doses to about 46.1 µM), without a hit: at the top dose activation, most hits filed as activators; actives 0.02% (n = 330,000);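 note: potency is the fitted concentration of half-maximal effect; 0% = DMSO controls and full agonism = EC100 isoproterenol or metaproterenol; nearly all actives have a fitted effect of over 65% in size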
Target sequence (P07550 whole entry, looked up): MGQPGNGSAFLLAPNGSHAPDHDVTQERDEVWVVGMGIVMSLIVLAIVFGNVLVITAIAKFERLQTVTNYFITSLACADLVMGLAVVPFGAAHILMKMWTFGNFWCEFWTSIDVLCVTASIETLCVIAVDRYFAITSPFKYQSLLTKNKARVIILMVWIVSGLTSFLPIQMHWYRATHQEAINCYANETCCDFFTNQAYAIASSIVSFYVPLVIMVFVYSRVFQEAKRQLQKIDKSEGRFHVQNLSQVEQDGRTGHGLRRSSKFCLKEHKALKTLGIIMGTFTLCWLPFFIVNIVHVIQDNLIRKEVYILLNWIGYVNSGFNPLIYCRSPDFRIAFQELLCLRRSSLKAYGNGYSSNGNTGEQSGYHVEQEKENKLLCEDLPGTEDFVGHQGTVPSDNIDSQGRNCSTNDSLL
PKM2 act: qHTS Assay for Activators of Human Muscle isoform 2 Pyruvate Kinase; actives 0.34% (n = 260,000); Potency, µM (series often up to 57.5 µM), for the others: top-dose activation, hits mostly activators; Pyruvate kinase PKM (Homo sapiens), P14618; purified PKM2, Kinase-Glo ATP luminescence, activation; response scale: 0% is enzyme alone, no compound; note: potency is the fitted concentration of half-maximal effect; % is set by controls: 0 for no effect and ±100 for the full control effect; nearly all actives have a fitted effect of over 55% in size
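Purified hPK-M2 (>95% pure) converted ADP (0.1 mM final) to ATP with 0.5 mM PEP in 50 mM imidazole pH7.2, KCl, MgCl2, Tween 20, BSA; 1 h at room temperature. ATP detected by Kinase-Glo luminescence.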
S-ASM inh: Inhibitors of Secretory Acid Sphingomyelinase (S-ASM): qHTS | Potency, µM (doses to about 57.5 µM), for inactives: top-dose activity change, negative = inhibition, most hits filed as inhibitors | placental ASM, HMU-PC fluorogenic substrate, 60 min | Sphingomyelin phosphodiesterase (Homo sapiens), P17405 | actives 0.006% (n = 340,000) | AID 504937, 2011; note: potency is the fitted concentration of half-maximal effect
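HMU-PC0 cleavage (9 uM final) by human placental ASM, 60 min at 37 °C following 10 min compound exposure at RT; stopped at pH 10, fluorescence Ex 386/Em 447 nm.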
Integrin act MD: qHTS for Activators of Integrin-Mediated Alleviation for Muscular Dystrophy; alpha7betagal myoblasts, beta-gal FDG fluorescence, 48 h; Potency, µM (titrated, usually from 38.3 µM), without a hit: at the highest dose activation, actives largely listed as activators; actives 0.064% (n = 350,000); AID 624291, 2012;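 note: potency is the fitted concentration of half-maximal effect; 100% = response of the positive control SU9516; nearly all actives have a fitted effect of over 60% in size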
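alpha7betagal+/- myoblasts (passage 13, 250/well) treated 48 h at 37C with compounds at 1:260 dilution of DMSO stock. Lysed, then beta-galactosidase activity read as FDG fluorescence (ex 480/em 540) after 30 min, with pre-read for autofluorescence.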
FBPA coupling cs: qHTS Assay for Inhibitors of Fructose-1,6-bisphosphate Aldolase from Giardia Lamblia: Coupling assay counterscreen; coupling enzyme system counterscreen, AmpLite Red fluorescence; actives 0.67% (n = 290,000); activity change, negative = inhibition, % at 58.2 µM, hits read low; in the data active = activity change below about -30%; note: % is set by controls: 0 for no effect and ±100 for the full control effect
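Final compound at 57.5 uM, incubated 10 min at RT with coupling enzyme reagent (glyceraldehyde-3-phosphate), then 20 min with substrate and AmpLite Red detection. Fluorescence read at 525/598 nm; tests interference with the coupling assay, not aldolase inhibition.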
Menin-MLL TR inh: qHTS Assay for Inhibitors Targeting the Menin-MLL Interaction in MLL Related Leukemias: Competition With Texas Red Labeled MLL-derived Mutant Peptide | O00255 | Menin + Texas Red MLL mutant peptide, fluorescence polarization | Potency, µM (highest dose often 61.6 µM), without a hit: at the highest dose FP activity change, negative = inhibition, most hits filed as inhibitors | actives 0.23% (n = 270,000) | AID 1768, 2009; active = well fitted inhibition curve with a large enough effect in the polarisation, with a control signal flat, not every such curve was filed as active; inconclusive = small, poorly fitted or top-dose-only effect, or effect the other way, or a change in a side signal; inactive = no such curve, though single readings can be large or run the other way; the % refers to the polarisation; note: potency is the fitted concentration of half-maximal effect; % of control where 0% means no effect; many of its hits are not listed in these tables
GALK inh: qHTS Assay for Inhibitors of Human Galactokinase (GALK) | P51570 | Purified GALK, Kinase-Glo residual ATP luminescence | Potency, µM (highest dose often 57.5 µM), for the others: at the top dose activity change, negative = inhibition, actives largely listed as inhibitors | actives 0.007% (n = 270,000); note: potency is the fitted concentration of half-maximal effect; % is set by controls: 0 for no effect and ±100 for the full control effect
Target sequence (P51570 whole entry, looked up): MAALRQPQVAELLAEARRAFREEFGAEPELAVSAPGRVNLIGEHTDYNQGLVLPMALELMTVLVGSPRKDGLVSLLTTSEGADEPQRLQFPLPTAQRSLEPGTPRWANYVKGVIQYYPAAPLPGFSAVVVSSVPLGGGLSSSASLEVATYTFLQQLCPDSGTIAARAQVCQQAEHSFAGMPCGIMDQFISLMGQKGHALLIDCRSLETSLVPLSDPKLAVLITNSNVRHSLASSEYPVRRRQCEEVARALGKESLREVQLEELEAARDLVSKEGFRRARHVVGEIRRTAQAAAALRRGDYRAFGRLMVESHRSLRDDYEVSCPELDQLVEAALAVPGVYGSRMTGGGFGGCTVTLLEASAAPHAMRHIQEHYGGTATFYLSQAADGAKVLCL
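Human GALK (5 nM) with 35 uM ATP and 100 uM galactose in 20 mM HEPES pH 8.0, 5 mM MgCl2, 60 mM NaCl, 1 mM DTT, 0.01% BSA. After 1 h at room temperature, leftover ATP was read by Kinase-Glo Plus luminescence.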
TSG101-PTAP inh: qHTS Assay for Iinhibitors of HIV-1 Budding by Blocking the Interaction of PTAP/TSG101. Tumor susceptibility gene 101 protein (Homo sapiens), Q99816. Fluorescence polarization, FITC-PTAP peptide / Tsg101 binding. Potency, µM (top dose mostly 115 µM), inactives show at the highest dose activity change, negative = inhibition, most hits filed as inhibitors. 340,000 tested, under 10 active; active = well fitted inhibition curve with a large enough effect in the main read-out, with a control signal flat, not every such curve was filed as active; inconclusive = small, poorly fitted or top-dose-only effect, or effect the other way, or a change in a side signal; inactive = no such curve, though single readings can be large or run the other way; note: potency is the fitted concentration of half-maximal effect; % of control where 0% means no effect
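Fluorescence polarization binding of Tsg101 binding domain (10 uM final) to FITC-labeled PTAP peptide (50 nM final) in HEPES pH 7.5 buffer with NaCl, Tween 20, EDTA, TCEP. Compounds added before peptide; binding 20 min at RT.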
Giardia killer: Small Molecules that selectively kill Giardia lamblia: qHTS; Giardia lamblia trophozoite viability; activity change, % at 7.66 µM, hits read low; actives 0.15% (n = 340,000); AID 540267, 2011; in the data active = activity change below about -80%; inconclusive = between about -30% and that limit;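 note: parasites exposed to compound for two days anaerobically before the ATP read; % is set by controls: 0 for no effect and ±100 for the full control effect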
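Killing of trophozoites was scored by loss of ATP luminescence after a 48 hrs anaerobic exposure to compounds at 37 deg C, using 100 cells per well.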
Tb PFK block: qHTS Assay to Find Inhibitors of T. brucei phosphofructokinase | T. brucei PFK, ADP-Glo luminescence | Potency, µM (top dose mostly 57.5 µM), inactives show at the top dose activity, negative = inhibition, hits mostly inhibitors | actives 0.17% (n = 330,000) | AID 485367, 2010;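 note: potency is the fitted concentration of half-maximal effect; 0% = uninhibited 1x PFK enzyme wells and -100% = no-enzyme wells; nearly all actives have a fitted effect of over 60% in size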
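ADP-Glo luminescence quantified ADP after 45 min at room temperature, with 1.25 nM T. brucei PFK, 0.1 mM ATP and 0.5 mM fructose-6-phosphate in pH 8.0 TEA buffer. qHTS titrations up to 57 µM; curves classified by quality.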
* marks the source's active call; other numbers are inactive results; ? = inconclusive; nt = not tested or not shown; & = joins results of further samples; [ ] = remark or other dose. Unless noted, calls come from the whole dose curve; as a rule, active = well fitted curve in the direction sought with a large enough effect; inconclusive = small, poorly fitted or top-dose-only effect, or another doubt; inactive = no such curve, though single readings can be large; an effect the other way counts as inactive or inconclusive. Some of the compounds tested; the hit share may differ from the screen's.

SMILES	BCR signal inh	B2AR arrestin	PKM2 act	S-ASM inh	Integrin act MD	FBPA coupling cs	Menin-MLL TR inh	GALK inh	TSG101-PTAP inh	Giardia killer	Tb PFK block
CCn1cnc2c1c(=O)n(Cc1ccc(C(=O)OC)cc1)c(=O)n2Cc1ccccc1	-1%	-0.2%	-2%	-8%	1%	-1	-6%	6%	-9%	17	-2%
CC(C)c1ccc(/C=C/C(=O)Nc2ccc(CN3CCOCC3)cc2)cc1	?	-0.4%	-3%	-8%	-66%[inhibitor]	-2	nt	-1%	1%	-3	1%
CC12CCC(=O)N1C(C(=O)Nc1ccccc1F)CS2 (centres undefined)	6%	-0.1%	nt	4%	-6%	nt	nt	nt	0%	11	-4%
O=C(N/C(=C/c1cccnc1)C(=O)N1CCCCCC1)c1ccccc1	-4%	-0.1%	nt	0%	9%	1	14%	5%	-1%	-6	-5%
Cc1ccc(CN2CCN(Cc3cn[nH]c3C3CCCCC3)CC2CCO)cc1 (centres undefined)	?	-1.1%	1%	-1%	-21%	4	-8%	-3%	-3%	3	3%
CC(c1ccc(O)cc1)(c1ccc(O)cc1)c1ccc(CCBr)cc1	?	0.5%	nt	-7%	8%	2	?	-3%	?	0	2%
C#CCOCCOCCOCCNc1nc(N2CCN(C(=O)[C@H](CCCN=C(N)N)n3cc(C(N)[C@@H](C)CC)nn3)CC2)nc(N2CCN(C(=O)[C@H](CO)n3cc([C@@H](N)C(C)C)nn3)CC2)n1 (some centres undefined)	2%	-0.4%	nt	0%	23%	nt	nt	nt	0%	15	1%
CCOc1ccc(S(=O)(=O)NCc2cccs2)cc1C(C)C	6%	0.3%	nt	-4%	4%	nt	nt	nt	-4%	0	10%
O=C(c1cc(Sc2cccc(Cl)c2)nc2ccccc12)N1CCN(c2ccccn2)CC1	0%	0.4%	0%	-2%	-33%	-1	-4%	3%	-5%	9	-2%
CCN(CC)C(=O)N1CCN(Cc2ccc3c(c2)OCO3)CC1	0%	-0.2%	-4%	12%	24%	3	-29%	-3%	1%	2	2%
COc1ccc(CCN=C(N)NS(=O)(=O)c2ccc3ccccc3c2)cc1	-12%	0.4%	7%	1%	17%	5	4%	2%	0%	0	-5%
COC(=O)N/N=C/c1cc(Cl)cc(Cl)c1OCc1ccccc1F	1%	-1.3%	-5%	-1%	-12%	0	34%[activator]	0%	-2%	-16	2%
Cc1ccc(C(=O)OCC(=O)N(C)C2CCS(=O)(=O)C2)cc1S(=O)(=O)N1CCOCC1 (centres undefined)	-4%	0.0%	nt	7%	-8%	nt	nt	nt	-2%	-9	0%
CC1(C)CC(CCC(=O)Nc2ccccc2Cl)C(=O)O1 (centres undefined)	-2%	0.0%	0%	-1%	-1%	1	-7%	-1%	-13%	-5	0%
CC1CCN(c2ccc(/C=N/n3nnnc3N)cc2[N+](=O)[O-])CC1	5%	-0.5%	1%	-15%	2%	0	nt	-6%	-13%	-14	-3%
CCc1nc2ccc(C(=O)N3CCN(c4cccc(OC)c4)CC3)cc2nc1CC	-1%&6%	-1.2%	nt	-2%	12%	nt	nt	5%	-4%	-12	1%
COc1ccc(-c2nn(CCC(=O)O)cc2CCC(=O)O)cc1	2%	-0.1%	-6%	3%	18%	7	-2%	6%	-6%	-3	3%
COc1cc(O)c(NC(C)=O)c2nonc12	6%	-0.2%	7%	-2%	15%	-54*	7%[11.7 µM]	0%	-7%	-2	-2%
CC(C)(C)C(=O)Nc1c2c(nn1-c1ccc(F)cc1)CSC2	9%	-1.9%	nt	-10%	1%	0	3%	2%	-5%	-4	0%
CCOC(=O)C1(Cc2cccc(F)c2)CCN(C(=O)C2CCCO2)CC1 (centres undefined)	1%	-0.7%	-19%	-1%	11%	1	-1%	3%	-6%	-4	2%
O/N=C(\c1ccc(Cl)cc1)c1cc2ccccc2o1	?	-0.4%	-16%	-18%	4%	-4	28%	-3%	-1%	14	-2%
CCc1nc2sc3c(=O)n(N)cnc3c2c2c1COC(C)(C)C2	0%	-0.4%	8%	nt	nt	3	-20%	2%	nt	nt	0%
CCO[C@H]1OC(C(=O)N2CCN(Cc3ccc4c(c3)OCO4)CC2)=C[C@@H](c2ccc(C(F)(F)F)cc2)[C@@H]1CCCO	-4%	-0.1%	0%	-6%	-26%	-1	?	-2%	nt	-9	-1%
C=CCC[C@@H](Cc1ccc(F)cc1)C(=O)OC[C@@H](Cc1c[nH]c2ccccc12)NC(=O)[C@H](CC=C)CC(=O)N[C@H](CO)Cc1ccccc1	0%	-0.9%	nt	-4%	-43%[inhibitor]	nt	nt	nt	-6%	-4	0%
CCCc1nc2ccccc2c(C(=O)OCC(=O)Nc2ccc(S(=O)(=O)N3CCOCC3)cc2)c1CC	?	3.0%	-2%	?	-66%[inhibitor]	1	?	-1%	-1%	2	-1%
CCOc1cc(/C=N/NC(=O)c2cccc(S(=O)(=O)N3CCCC3)c2)ccc1OCC(=O)N(C)C	-8%	-0.6%	nt	6%	-5%	nt	nt	nt	-7%	38[activator]	-6%
COC(=O)c1ccccc1NC(=O)N1CCN(c2ccc(F)cc2)CC1	4%	0.2%	-5%	-3%	-18%	-2	-13%	-2%	1%	-29	0%
CCN1/C(=C/c2cc[n+](CCCS(=O)(=O)[O-])c3ccccc23)Sc2ccccc21	9%	-0.1%	-5%	5%	17%	1	?	12%	-1%	?	-8%
COc1ccc(C2=NN(C(=O)CSC3=NN4CCCC(=O)N=C4S3)C(c3cccc(OC)c3OC)C2)cc1 (centres undefined)	-7%	-1.1%	-29%	-5%	-13%	3	?	3%	-5%	5	2%
Cc1nn(C)cc1-c1csc(N)n1	?	-0.1%	10%	-3%	-2%	2	0%	0%	-4%	-29	1%
CCSc1nnc(NC(=O)c2csc3c2CCC(C)C3)s1 (centres undefined)	20%	-0.4%	3%	0%	-5%[7.66 µM]	1	14%	0%	-3%	13	-4%
COC(=O)c1ccc(CNC(=O)c2c3c(nc4ccccc24)CCN(Cc2ccccc2)C3)cc1	0%	-1.6%	-2%	6%	24%	1	-14%	2%	5%	-14	-2%
Cn1nnnc1SCC(=O)N1CCN(C(c2ccccc2)c2ccccc2)CC1	-2%	0.0%	0%	0%	-11%	1	-21%	-4%	-2%	-24	4%
Cc1ccc(N(C(=O)NC2CCCCC2)C2=NCCCCC2)cc1	3%	-0.4%	-3%	3%	-39%[inhibitor]	1	0%	0%	-3%	-15	5%
Cc1ccc(CN(C)C(=O)CN2C(=O)NC3(CCCC3)C2=O)o1	-1%	-0.1%	nt	6%	5%	nt	nt	nt	-1%	-21	6%
O=C(NCCN1CCCC1)C1COc2ccccc2O1 (centres undefined)	8%	0.1%	18%	0%	25%	-4	4%	0%	-5%	-13	-3%
CC1CCN(Cc2c(C(=O)N/N=C/c3cccc(Cl)c3)nnn2-c2nonc2N)CC1	-1%	0.2%	nt	10%	-10%	nt	nt	-2%	-4%	3	2%
COc1cccc(C(=O)Nc2ccc(NC(=O)C3CCCCC3C(=O)O)cc2)c1 (centres undefined)	?	-0.5%	0%	-1%	0%	nt	nt	1%	-4%	5	-1%
CCOCCCNS(=O)(=O)c1ccc2c(c1)CCN2C(=O)CC	?	0.0%	5%	0%	20%	5	nt	-3%	-3%	6	3%
C=CCNc1sc(C(=O)C(C)(C)C)c(N)c1C#N	3%	0.0%	-3%	0%	2%	0	0%	0%	-5%	-13	-7%
COc1ccccc1-c1cn(S(=O)(=O)c2ccc(F)cc2)nc1N	?	-0.7%	10%	-1%	-10%	3	?	7%	-5%	-21	3%
O=C(COC(=O)CCCN1C(=O)c2cccc3cccc(c23)C1=O)Nc1ccc(Cl)cc1	?	-0.6%	-4%	-14%	-17%	9	28%	-3%	0%	-26	0%
COc1ccc(-n2c(C)cc(C(=O)CSc3nnc(-c4cccs4)o3)c2C)cc1	-1%	-0.7%	-3%	-4%	-59%[inhibitor]	-25	5%	4%	-3%	-14	0%
COc1ccc(N2C(=O)CN=C2Nc2nc(C)cc(C)n2)cc1OC	8%	0.1%	1%	0%	5%	9	-4%	2%	-5%	-19	2%
